# Screens deposited in PubChem BioAssay by National Center for Advancing Translational Sciences (NCATS).
# G9a block = inhibitors of human histone lysine methyltransferase G9a. Q96KQ7. G9a H3K9 monomethylation, AlphaScreen, 2 h. Potency, µM (series often up to 102 µM), inactives show at the highest dose activity, negative = inhibition, usual class: inhibitors. 8.8% of 350,000 active; note: potency is the fitted concentration of half-maximal effect; % is set by controls: 0 for no effect and ±100 for the full control effect; nearly all actives have a fitted effect of over 75% in size
#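 Using a bead-based AlphaScreen, monomethylated H3K9 product from 2 h room-temperature reactions (G9a 20 nM, peptide 500 nM, SAM 20 uM) was detected with 0.5 ug/mL rabbit anti-H3K9me1 antibody.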
# GLS inh = glutaminase GLS (human) inhibition. O94925. GLS enzymatic activity, qHTS titration. 0.21% of 410,000 active. Potency, µM (doses to about 45.5 µM), without a hit: at the highest dose activity change, negative = inhibition, hits mostly inhibitors; note: potency is the fitted concentration of half-maximal effect; % is set by controls: 0 for no effect and ±100 for the full control effect
# Target sequence (O94925 whole entry, looked up): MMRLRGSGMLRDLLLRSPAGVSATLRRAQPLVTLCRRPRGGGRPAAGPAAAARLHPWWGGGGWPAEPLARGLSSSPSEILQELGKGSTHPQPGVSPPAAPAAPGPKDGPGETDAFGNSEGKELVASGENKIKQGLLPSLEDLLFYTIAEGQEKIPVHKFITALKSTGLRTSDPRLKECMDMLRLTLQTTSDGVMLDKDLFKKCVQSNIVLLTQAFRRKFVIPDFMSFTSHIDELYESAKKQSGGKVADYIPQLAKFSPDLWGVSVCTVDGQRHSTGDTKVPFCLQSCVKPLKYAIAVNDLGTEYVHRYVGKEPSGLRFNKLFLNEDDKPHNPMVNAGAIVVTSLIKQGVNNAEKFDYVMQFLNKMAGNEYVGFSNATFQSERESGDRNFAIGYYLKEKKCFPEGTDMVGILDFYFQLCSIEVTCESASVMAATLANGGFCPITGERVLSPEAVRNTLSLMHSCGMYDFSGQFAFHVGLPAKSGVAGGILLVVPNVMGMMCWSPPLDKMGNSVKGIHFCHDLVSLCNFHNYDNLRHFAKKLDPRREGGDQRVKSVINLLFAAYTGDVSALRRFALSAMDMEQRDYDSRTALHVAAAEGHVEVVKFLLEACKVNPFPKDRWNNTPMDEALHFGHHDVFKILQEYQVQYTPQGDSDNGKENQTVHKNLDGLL
#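 Read-out is an Amplex red fluorescence increase coupled through glutamate oxidase and HRP, measured before and after 30 min room-temperature incubation. hKGA is in 45 mM KH2PO4 (pH 8.2) with 0.02% Tween-20; glutamine added as 1mM solution.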
# PI4K2A inh = PI4K2A (human) kinase inhibition; purified PI4K2A, ADP-Glo luminescence, 1 h; hits give low values; activity change, negative = inhibition, % at 76.9 µM; 0.13% of 420,000 active; AID 1346378; in the data active = activity change below about -50%; inconclusive = mostly about -30% to -49%;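 note: -100% = wells without enzyme as full effect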
#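 ADP-Glo luminescence measured ADP generated by PI4K2A enzyme (4 ug/mL before mixing) with 1.2 mM PI substrate (pre-mix) and 300 microM ATP (pre-mix). Tris pH7.5 buffer with MgCl2, Triton X-100; 1 h reaction at ambient temperature.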
# JMJD2A Tudor inh = inhibitors of human JMJD2A Tudor domain; O75164; AlphaScreen JMJD2A-Tudor / H3K4me3 peptide binding; Potency, µM (doses to about 114 µM), for the others: at the highest dose activity change, negative = inhibition, actives largely listed as inhibitors; 4.4% of 390,000 active; note: potency is the fitted concentration of half-maximal effect; % is set by controls: 0 for no effect and ±100 for the full control effect; nearly all actives have a fitted effect of over 50% in size
# Tb PGK inh = inhibitors of T. brucei phosphoglycerate kinase; Potency, µM (series often up to 57.5 µM), without a hit: at the top dose activity change, negative = inhibition, actives largely listed as inhibitors; PGK/GAPDH coupled, Kinase-Glo luminescence, 60 min; 0.043% of 380,000 active; note: potency is the fitted concentration of half-maximal effect; % is set by controls: 0 for no effect and ±100 for the full control effect; nearly all actives have a fitted effect of over 60% in size
#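 Recombinant glycosomal PGK reaction used 1,3-bisphosphoglycerate generated in-well by GAPDH (100nM final) in 100mM TEA pH 7.6, 5mM MgCl2, 0.01% Tween-20. After 60 minutes at room temperature, ATP was read by Kinase-Glo Plus luminescence end-point.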
# ERG-DNA inh = ERG Ets/DNA interaction inhibition. P11308. fluorescence polarization, His-ERG Ets domain / labelled DNA. Potency, µM (top dose mostly 76.9 µM), for inactives: at the highest dose FP activity, negative = inhibition, hits mostly inhibitors. 0.028% of 370,000 active. AID 624246; active = well fitted inhibition curve with a large enough effect in the polarisation, with a control signal flat; inconclusive = small, poorly fitted or top-dose-only effect, or effect the other way, or a change in a side signal; inactive = no such curve, though single readings can be large or run the other way; the % refers to the polarisation;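 note: polarization taken with two DNA probes labelled with fluorescein and Texas red; potency is the fitted concentration of half-maximal effect; % of control where 0% means no effect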
#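 His-tagged ERG Ets domain (1 uM in the protein solution; 300mM KCl, 50mM Tris-HCl, 1mM EDTA, 1mM DTT, pH 7.5) received compound, then a probe mix of 5 nM fluorescein-DNA and 100nM Texas-615-DNA. Fluorescence polarization was read for both dyes.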
# BAZ2B block = BAZ2B (human) inhibition; Potency, µM (titrated, usually from 114 µM), without a hit: top-dose activity change, negative = inhibition, hits mostly inhibitors; AID 504333; Q9UIF8; AlphaScreen BAZ2B-H3K14Ac peptide displacement; 4.4% of 360,000 active; note: potency is the fitted concentration of half-maximal effect; % is set by controls: 0 for no effect and ±100 for the full control effect; nearly all actives have a fitted effect of over 60% in size
#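 BAZ2B (50 nM) with biotin-H3(5-23)K14Ac peptide (50 nM) in PBS pH 7.4, 0.01% Tween-20, preformed 30 min, then compound 30 min at room temperature; top concentration 110uM. AlphaScreen streptavidin donor/nickel chelate acceptor beads (10 ug/mL final), 20 min dark, signal read.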
# HP1b chromo inh = HP1-beta chromodomain-methylated histone interaction inhibition. P83916. AlphaScreen HP1-beta / biotin-H3K9me3 peptide binding. Potency, µM (titrated, usually from 114 µM), for inactives: at the top dose activity change, negative = inhibition, usual class: inhibitors. 0.56% of 390,000 active; note: potency is the fitted concentration of half-maximal effect; nearly all actives have a fitted effect of over 70% in size; inactives centre near 23
# Target sequence (P83916 whole entry, looked up): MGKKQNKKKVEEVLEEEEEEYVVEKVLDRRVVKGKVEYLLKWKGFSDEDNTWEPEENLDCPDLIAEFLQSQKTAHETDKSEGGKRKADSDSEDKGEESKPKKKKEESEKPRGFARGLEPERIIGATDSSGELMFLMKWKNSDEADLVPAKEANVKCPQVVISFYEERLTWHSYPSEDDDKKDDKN
#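 AlphaScreen: HP1-beta (50 nM) preformed 30 min with biotin-H3(1-18)K9me3 peptide (50 nM) in PBS pH 7.4, 0.01% Tween-20. Compound added for 30 min at RT, then streptavidin donor/nickel chelate acceptor beads (10 ug/mL) for 30 min.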
# Pin1 inhibitor = human Pin1 inhibition. Pin1 FP peptide displacement, HiFluor488, 10 min. Potency, µM (highest dose often 115 µM), for the others: top-dose activity, negative = inhibition, actives largely listed as inhibitors. 0.009% of 390,000 active; active = well fitted inhibition curve with a large enough effect in the polarisation, with a control signal flat, not every such curve was filed as active; inconclusive = small, poorly fitted or top-dose-only effect, or effect the other way, or a change in a side signal; inactive = no such curve, though single readings can be large or run the other way; the % refers to the polarisation; note: potency is the fitted concentration of half-maximal effect; % is set by controls: 0 for no effect and ±100 for the full control effect
# Target sequence (Q13526 whole entry, looked up): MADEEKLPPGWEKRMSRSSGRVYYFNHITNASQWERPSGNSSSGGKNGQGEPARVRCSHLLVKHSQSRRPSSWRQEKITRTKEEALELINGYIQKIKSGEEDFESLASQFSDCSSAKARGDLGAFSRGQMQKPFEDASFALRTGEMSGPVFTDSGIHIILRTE
# The depositor's hits bear a star; i = inactive; ? = inconclusive; / = not tested or not shown; & = joins results of further samples; [ ] = another dose, or the depositor's remark. Unless noted, calls come from the whole dose curve; as a rule, active = well fitted curve in the direction sought with a large enough effect; inconclusive = small, poorly fitted or top-dose-only effect, or another doubt; inactive = no such curve, though single readings can be large; an effect the other way counts as inactive or inconclusive.
G9a block	GLS inh	PI4K2A inh	JMJD2A Tudor inh	Tb PGK inh	ERG-DNA inh	BAZ2B block	HP1b chromo inh	Pin1 inhibitor	mol
8.9µM*	-6%	0	-10%	i	8%	2%	14%	-3%	Cn1c(=O)nc2n(Cc3ccccc3)c3ccccc3cc-2c1=O
-4%[59 µM]	0%	0	6%	-8%	4%	9%[57.1 µM]	34%	1%	Cc1nc(N2CCOCC2)c2c(C(=O)NCc3cccc(Cl)c3)c(C)oc2n1
?	5%	2	?	-8%	-2%	5%	27%	-4%	N/C(CS(=O)(=O)c1ccccn1)=N\OC(=O)c1ccccc1Cl
2%	-4%	-1	-10%	-7%	9%	1%	21%	-3%	O=C(COc1ncnc2ccccc12)NCC1CCCO1 (stereo not drawn)
45µM*	0%	-2	?	-1%	-3%	?	-17%	?	CC(C)c1ccc2c(c1)C(c1ccc(N3CCOCC3)cc1)=NNC(c1cccs1)=N2
10%	3%	-9	-15%	-1%	-7%	/	41%[activator]	15%	COc1ccc(/C=N/Nc2nc(Nc3ccccc3)nc(N3CCCC3)n2)cc1
-33%	1%	-15	-8%	-9%	9%	-22%	1%	-5%	O=C(O)CCSc1nnc(COc2cccc3cccnc23)n1-c1ccccc1
-33%[59 µM]	-8%	3	-15%	i	2%	2%	4%	-1%	Cc1ccc(S(=O)(=O)C(CNC(=O)c2c(F)cccc2F)c2ccco2)cc1 (stereo not drawn)
22%	2%	1	9%	-4%	10%	4%	42%	-12%	O=C1CC(c2cccc(Cl)c2)CC(O)=C1C=NC1CCCC1 (stereo not drawn)
7%[59 µM]	3%	0	5%	/	1%	-2%	40%[activator]	-2%	Cc1ccc(CNC(=O)c2cc3sc(Cl)cc3n2C)cc1
?	-1%	-2	-18%	-5%	-7%	/	12%	-4%	O=C(Nc1ccccc1F)Nc1cc(S(=O)(=O)N2CCOCC2)ccc1N1CCCC1
?	17%	-5	?	5%	1%	-30%	-18%	?	Cc1ccc(S(=O)(=O)Nn2c(O)c(C=C3N=c4ccccc4=N3)sc2=S)cc1
3%[59 µM]	-2%	4	2%	0%	-4%	9%	34%	-1%	CCCCCC(=O)NC(=S)Nc1cccc(C(C)=O)c1
-5%[59 µM]	5%	-6	33%	-9%	-3%	-5%	42%[activator]	-1%	O=C(COC(=O)C12CC3CC(CC(C3)C1)C2)NCCCc1ccccc1
-24%[59 µM]	-6%	2	-18%	-6%	-9%	6%	0%	4%	CC1CC(C)CN(CCCNC(=O)Cn2ncn3cccc3c2=O)C1 (stereo not drawn)
?	4%	-3	-31%	i	18%	?	9%	1%	Cc1ccccc1NC(=O)CSc1nnc(Cc2cccn2C)n1-c1ccc(F)cc1
/	-5%	-1	-4%	i	-15%	18%	37%	0%	COc1cccc(C2=NOC(C(=O)NC3CCCCC3)C2)c1 (stereo not drawn)
/	0%	4	-8%	i	-5%	/	19%	1%	CCCCC1CC(=O)NC1(C(=O)OCC)C(=O)OCC (stereo not drawn)
/	12%	-1	-35%	i	7%	/	-6%	?	O=S(=O)(NC(=S)c1ccccc1)c1ccccc1
/	-9%	3	3%	2%	-7%	/	24%	-4%	CN(C(=O)CS(=O)(=O)c1cn(CC(=O)N2CCCC2)c2ccccc12)c1ccccc1
-5%	?	-9	?	-2%	4%	4%	-2%	1%	COc1ccc(CNC(=O)C(=O)NCC2CCCO2)cc1 (stereo not drawn)
40µM*	-5%	6	-20%	-5%	8%	-5%	66%[activator]	7%	O=c1[nH]nc(Sc2ncnc3sccc23)n1CCc1ccccc1
10%[59 µM]	0%	-2	-11%	-14%	-4%	0%	36%[activator]	-1%	c1ccc(CN2OCC3Cn4c(nc5ccccc54)C32)cc1 (stereo not drawn)
-42%[12.7 µM]	17%	-3	-7%	0%	-1%	-11%	11%	-7%	COc1cc(C(=O)Oc2ccccc2N)cc(OC)c1OC
15%[2.33 µM]	1%	-3	-1%	i	7%	-4%	79%[activator]	4%	O=C(NCc1cccc2ccsc12)c1cccs1
24%	-1%	-2	1%	7%	-2%	8%	61%[activator]	2%	O=C(Nc1ccccc1-c1ccccc1)C1CCCC1
11%	2%	-4	-1%	4%	-11%	-11%	15%	7%	COc1cc(C2NC(=O)CCC2[N+](=O)[O-])cc(Br)c1OC (stereo not drawn)
/	18%	1	-3%	-4%	-1%	-12%	31%	-6%	CC(On1c(-c2ccccc2)nc2ccc(Cl)cc21)C(=O)O (stereo not drawn)
/	7%	1	-17%	4%	-8%	/	34%	-7%	CCN1C[C@@H]2[C@@H]3C(=O)N(Cc4ccccc4)C(=O)[C@@H]3[C@](CC)(C1=O)N2C(=O)c1ccc(C(C)(C)C)cc1
8%	-4%	0	-9%	i	4%	-16%	60%[activator]	0%	Cc1c(NS(=O)(=O)c2ccc(C(=O)NCc3ccccc3)cc2)c(=O)n(-c2ccccc2)n1C
50µM*	19%	0	-32%	-1%	-1%	?	6%	?	CCOC(=O)c1c(NC(=O)CSc2nnc(CNC(=O)c3ccco3)n2C)sc2c1CCC2
50µM*	8%	-3	50µM*	?	-7%	35µM*	-9%	12%	CCOC(=O)C1=C(C)N=c2s/c(=C/c3ccc(OCC(=O)O)cc3)c(=O)n2C1c1ccc(OC)cc1OC (stereo not drawn)
8.9µM*	-5%	-1	-8%	-1%	19%	30%[activator]	16%	-7%	Cc1c(O)c(=O)n(-c2ccccc2)n1C
3%[59 µM]	6%	-1	15%	1%	8%	-19%	47%[activator]	2%	COC(=O)c1ccc(OCC(=O)c2cccc(OC)c2)cc1
21%[59 µM]	-1%	-2	-9%	-4%	5%	1%	27%	6%	Cn1c(=O)oc2cc(S(=O)(=O)N3CCCC(C(=O)NCC4COc5ccccc5O4)C3)ccc21 (stereo not drawn)
?	5%	-1	-9%	3%	-1%	-24%	13%	-10%	CC(=O)Nc1ccc(OCC(O)Cn2c(C)nc3ccccc32)cc1 (stereo not drawn)
/	-5%	9	88%[activator]	-8%	-4%	/	163%[activator]	-4%	CCCC1OC(c2cc3c(cc2Cl)OCO3)OCC1CC (stereo not drawn)
2.5µM*	3%	-1	-7%	i	5%	1%	36%[activator]	-3%	CCSCCNC(=O)c1cc(-n2cnnc2)ccc1Cl
20µM*	18%	-12	-16%	-6%	-20%	-37%	7%	0%	S=c1[nH]nc(CSCCOc2ccc(Cl)cc2Cl)o1
?	11%	-1	7.1µM*	3%	-1%	2%	5%	2%	CCCn1c(Cc2ccccc2)n[nH]c1=S
-1%&21%[59 µM]	-4%&0%	-6&-1	-9%&-6%	-1%	3%&6%	-1%&9%	59%&33%[activator]	7%&-4%	Cc1ccc(S(=O)(=O)NCCSc2nnnn2-c2ccccc2)cc1
4%[59 µM]	5%	-3	-13%	-7%	-2%	-16%	12%	0%	COc1ccc(-c2onc(C)c2C)cc1S(=O)(=O)NCc1ccc(Br)cc1

# Nine consecutive entries out of the list so far, for reference:
G9a block	GLS inh	PI4K2A inh	JMJD2A Tudor inh	Tb PGK inh	ERG-DNA inh	BAZ2B block	HP1b chromo inh	Pin1 inhibitor	mol
-5%	?	-9	?	-2%	4%	4%	-2%	1%	COc1ccc(CNC(=O)C(=O)NCC2CCCO2)cc1 (stereo not drawn)
40µM*	-5%	6	-20%	-5%	8%	-5%	66%[activator]	7%	O=c1[nH]nc(Sc2ncnc3sccc23)n1CCc1ccccc1
10%[59 µM]	0%	-2	-11%	-14%	-4%	0%	36%[activator]	-1%	c1ccc(CN2OCC3Cn4c(nc5ccccc54)C32)cc1 (stereo not drawn)
-42%[12.7 µM]	17%	-3	-7%	0%	-1%	-11%	11%	-7%	COc1cc(C(=O)Oc2ccccc2N)cc(OC)c1OC
15%[2.33 µM]	1%	-3	-1%	i	7%	-4%	79%[activator]	4%	O=C(NCc1cccc2ccsc12)c1cccs1
24%	-1%	-2	1%	7%	-2%	8%	61%[activator]	2%	O=C(Nc1ccccc1-c1ccccc1)C1CCCC1
11%	2%	-4	-1%	4%	-11%	-11%	15%	7%	COc1cc(C2NC(=O)CCC2[N+](=O)[O-])cc(Br)c1OC (stereo not drawn)
/	18%	1	-3%	-4%	-1%	-12%	31%	-6%	CC(On1c(-c2ccccc2)nc2ccc(Cl)cc21)C(=O)O (stereo not drawn)
/	7%	1	-17%	4%	-8%	/	34%	-7%	CCN1C[C@@H]2[C@@H]3C(=O)N(Cc4ccccc4)C(=O)[C@@H]3[C@](CC)(C1=O)N2C(=O)c1ccc(C(C)(C)C)cc1
